Source: PubChem
cln2 rad14 – NCI yeast anticancer drug screen, S. cerevisiae cln2 rad14 strain. growth inhibition, % at 50 µM. 78,000 tested, 8.3% active. AID 165;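 further: 0% = growth of vehicle-only cultures of the same strain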
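The screen exposed genetically defined yeast (cln2 rad14) to test compounds and scored growth inhibition relative to vehicle-treated controls.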
yeast bub3 – NCI yeast anticancer drug screen, S. cerevisiae bub3 mutant strain. growth inhibition, % at 50 µM. 78,000 tested, 9.9% active. AID 167;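 further: 0% = growth of vehicle-only cultures of the same strain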
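Part of a panel of yeast mutants defective in DNA damage repair or cell cycle regulation. Each strain is grown with compound, and inhibition is calculated relative to solvent-treated cultures.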
rad50 – NCI yeast anticancer drug screen, S. cerevisiae rad50 strain; % growth inhibition at 50 µM; 79,000 tested, 10% active; AID 155;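 further: 0% = growth of vehicle-only cultures of the same strain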
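Inhibition values express reduced yeast growth in compound-treated cultures relative to vehicle-treated controls.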
mlh1 rad18 – NCI yeast anticancer drug screen, S. cerevisiae mlh1 rad18 strain; % growth inhibition at 50 µM; 79,000 tested, 11% active; AID 175;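 further: 0% = growth of vehicle-only cultures of the same strain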
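Steps: expose repair-defective yeast to compound; measure growth; express inhibition against vehicle-treated controls.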
yeast mec2-1 – NCI yeast anticancer drug screen, S. cerevisiae mec2-1 strain; growth inhibition, % at 50 µM; 79,000 tested, 9% active;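 further: 0% = growth of vehicle-only cultures of the same strain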
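Each compound was tested on mec2-1 yeast, a strain altered in DNA damage repair or cell cycle control. Growth inhibition is reported relative to vehicle.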
yeast sgs1 mgt1 – NCI yeast anticancer drug screen, S. cerevisiae sgs1 mgt1 strain; growth inhibition, % at 50 µM; 78,000 tested, 10% active; AID 161;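 further: 0% = growth of vehicle-only cultures of the same strain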
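Test agents were incubated with a DNA-repair-mutant yeast strain. Growth was then read and compared against vehicle-treated controls.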
* marks the source's active call; other numbers are inactive results; · = no result given; & = joins results of further samples; ! = repeats disagree. No stated cut-off is given here; in the data, active means growth inhibition above about 70%; inactive means the rest.

SMILES	cln2 rad14	yeast bub3	rad50	mlh1 rad18	yeast mec2-1	yeast sgs1 mgt1
Cc1ccc(C(=O)N(Cc2ccccc2)Cc2ccccc2)cc1N=NN(C)C	-8	-31	-45	-22	-39	-56
CCCCCCCCNC(=O)/C(=C\c1ccc2c(c1)OCO2)NC(=O)c1ccccc1	10	-1	0	2	-13	-10
CCCSCCSCCC	4	11	-1	6	-26	-2
O=C(COc1ccc(Cl)c(Cl)c1)NCc1ccc([N+](=O)[O-])cc1	-11	28	0	23	28	21
CC(OC1C(N)C(O)OC(CO)C1O)C(=O)O (configuration not stated)	17	8	8	4	-6	-3
CC1(C)CC(=O)c2c(oc3ccc(O)cc23)C1	-18	-10	1	3	0	-9
CCNc1ccc2c(c1)C(=O)N(OS(C)(=O)=O)C2=O	70	24	97*	97*	61	86*
COc1ccc(NC(=O)Nc2ccc(-c3ccc(NC(=O)Nc4ccc(OC)cc4)c(C)c3)cc2C)cc1	-3	-24	-30	-24	-41	-8
C(=N/Nc1ccccn1)/NN/C=N/Nc1ccccn1	7	-2	-8	-5	6	-4
N#Cc1cn(C2OC(CO)C3OC32)c2ncnc(NC(=O)c3ccccc3)c12 (configuration not stated)	10	-4	29	16	9	15

5 entries from above, set out differently:
Values run as follows: cln2 rad14 | yeast bub3 | rad50 | mlh1 rad18 | yeast mec2-1 | yeast sgs1 mgt1
- CC(OC1C(N)C(O)OC(CO)C1O)C(=O)O (configuration not stated)
  17 | 8 | 8 | 4 | -6 | -3
- CC1(C)CC(=O)c2c(oc3ccc(O)cc23)C1
  -18 | -10 | 1 | 3 | 0 | -9
- CCNc1ccc2c(c1)C(=O)N(OS(C)(=O)=O)C2=O
  70 | 24 | 97* | 97* | 61 | 86*
- COc1ccc(NC(=O)Nc2ccc(-c3ccc(NC(=O)Nc4ccc(OC)cc4)c(C)c3)cc2C)cc1
  -3 | -24 | -30 | -24 | -41 | -8
- C(=N/Nc1ccccn1)/NN/C=N/Nc1ccccn1
  7 | -2 | -8 | -5 | 6 | -4

(list continues)
SMILES	cln2 rad14	yeast bub3	rad50	mlh1 rad18	yeast mec2-1	yeast sgs1 mgt1
O=C(OCCNC1CCCCC1)c1ccccc1	-12	-9	4	-1	-13	-9
NC(=S)NNC(=O)c1ccccc1	10	7	-17	-3	-11	-2
COC(=O)c1cc(C(C)(C)C)cc2c(=O)osc12	-1	14	18	29	18	22
Cc1c(N)nc(C(CC(N)=O)NCC(N)C(N)=O)nc1C(=O)NC(C(=O)NC(C)C(O)C(C)C(=O)NC(C(=O)NCCc1nc(-c2nc(C(=O)NCCCNCCCCN)cs2)cs1)C(C)O)C(OC1OC(CO)C(O)C(O)C1OC1OC(CO)C(O)C(OC(N)=O)C1O)c1cnc[nH]1 (configuration not stated)	87*	88*	89*	90*	88*	88*
CN(/N=C(\C(=O)O)c1ccccc1)C1=NCCCCN1	26	0	12	-15	-6	-14
CCOC(=O)CC(=O)C(=O)OCC	-26	-18	2	-27	-5	-5
CC(C)C(Nc1ncnc2nc[nH]c12)C(=O)O (configuration not stated)	-35	-23	-26	-17	-15	-7
CC(=O)COc1cccc([N+](=O)[O-])c1	-48	-25	-4	-11	0	-8
CCCCCC(C1SC(=S)NC1=O)C1SC(=S)NC1=O (configuration not stated)	83*	98*	97*	82*	93*	95*
N/C(=N\OC(=O)NC(Cl)=C(Cl)Cl)c1ccc(Cl)cc1	17	-14	-19	-8	-34	7

Four structures out of the list, ordered by molecular weight, smallest number first:
SMILES	cln2 rad14	yeast bub3	rad50	mlh1 rad18	yeast mec2-1	yeast sgs1 mgt1
CCOC(=O)CC(=O)C(=O)OCC	-26	-18	2	-27	-5	-5
CC(=O)COc1cccc([N+](=O)[O-])c1	-48	-25	-4	-11	0	-8
N/C(=N\OC(=O)NC(Cl)=C(Cl)Cl)c1ccc(Cl)cc1	17	-14	-19	-8	-34	7
CCCCCC(C1SC(=S)NC1=O)C1SC(=S)NC1=O (configuration not stated)	83*	98*	97*	82*	93*	95*

(cont.)
SMILES	cln2 rad14	yeast bub3	rad50	mlh1 rad18	yeast mec2-1	yeast sgs1 mgt1
O=C1OC2C(O)C3CC1C2O3 (configuration not stated)	-7	-2	-8	0	-6	-6
O=C1c2ccccc2-c2c(F)cc(F)cc21	20	7	22	3	7	-1
COc1nc(NC2OCC(OC(C)=O)C(OC(C)=O)C2OC(C)=O)c(N=C(C)C(C)=O)c(=O)n1C (configuration not stated)	18	-1	30	8	22	13
O=c1c(O)c(-c2ccc(O)cc2)oc2cc(O)cc(O)c12	6	-40	-28	-47	-46	-51
CCOC(C)=N	-7	-10	3	3	-29	7
Nc1nc(N)c(CCCCc2ccccc2)c(Cc2ccccc2)n1	-40	4	-10	-7	-10	-2
CCCCC(C(=O)c1ccccc1)[n+]1ccccc1 (configuration not stated)	14	-8	-2	21	-6	-3
C/C(CCn1[nH]c(=O)ccc1=O)=N\NC(=O)C(N)=O	-7	-16	-2	-24	-29	-15
O=C1CC(=C=Nc2ccccc2)C(=O)N1c1ccccc1	-34	-2	4	20	4	2
O=C1c2cccc(NCCCNCCO)c2C(=O)c2cccc(NCCCNCCO)c21	48&9	63&-8	9&43	83*	5&24	88*!
Cc1cc(=O)[nH]c(NN2C(Cl)C(=O)C2c2ccc([N+](=O)[O-])cc2)n1 (configuration not stated)	3	4	16	-19	-24	13
CN(C)C(=O)CCOc1cccc2ccccc12	-70	-21	17	1	-3	-16
COc1ccc(C(=O)C[n+]2ccc(C)cc2)cc1	-49	-4	-7	1	6	1
O=C(NC(O)(C(F)(F)F)C(F)(F)F)c1ccccc1	1	-7	-5	-7	7	11
N#Cc1cc2c(n(C3OC(CO)C(O)C(O)C3O)c1=S)CCCCCC2 (configuration not stated)	10	-4	31	37	20	18
CC(C)(C)c1cc(C(c2ccc3c(c2)OCO3)N2CCOCC2)c(O)c(C(C)(C)C)c1 (configuration not stated)	15	13	12	17	-12	-2
ClC(Cl)(Cl)C1CCOC1n1nnc2ccccc21 (configuration not stated)	-7	31	5	-36	-4	-15
CC(=O)Nc1ccc(-c2cnc3ccccc3c2)cc1	36	11	14	9	6	4
CC(=O)N1c2ccccc2C2=NN=C(N(C)C)SC21 (configuration not stated)	84*	87*	85*	80*	90*	84*
CN(C)C(=O)OCC1COc2ccccc2O1 (configuration not stated)	-70	-11	15	-13	-24	-23
COC(=O)C(C#N)=C(C)C	20	0	2	8	-24	17
Cc1ccc(C)c(N=Nc2c(C)nc(N)nc2C)c1	-34	-22	2	-3	-10	-9
O=C1c2ccccc2C(=O)N1NC1=NCCN1	12	6	-13	-2	-13	-13
c1ccc(CN2CCC3(CC2)SSC2(CCN(Cc4ccccc4)CC2)SS3)cc1	30	42	73*	46	24	31
CC1(c2nc3ccccc3[nH]2)CCC(CO)C(C)(C)O1 (configuration not stated)	13	-19	11	-32	-10	-17
COc1ccc(/C=C/C(=O)OCCC(C)C)cc1	17	-21	4	-17	-16	4
CCCn1c(=S)[nH]c2c(=O)n(C)c(=O)n(C)c21	-18	-5	-4	6	-9	0
O=C1C(=O)N(c2ccccc2Cl)C(=O)N1Cc1ccccc1	14	3	11	2	8	1
N#CC(NCc1ccccc1)c1ccccc1 (configuration not stated)	-17	22	68	20	43	14
O=C(O)CCC(=O)CC1CCCCC1	39	-8	36	28	16	10
Cc1nc2c(o1)C(=O)c1ccccc1C2=Nc1ccc(N2CCOCC2)cc1	-1	12	79*	39	30	13
NCC(NC(=O)OCc1ccccc1)C(=O)O (configuration not stated)	19	6	3	32	12	3
O=Cc1ccc[nH]1	14	14	2	-2	-15	-4
COc1ccc(C(=O)CCc2c(-c3ccccc3)[nH]c3ccccc23)c(O)c1	-120	-21	-4	-6	-9	-1
CC(=O)OC1C(Br)CCCC1Br (configuration not stated)	2	0	-26	16	4	2
NCCNC(=O)CCC(CN(CC(=O)O)CC(=O)O)N(CC(=O)O)CC(=O)O (configuration not stated)	57	39	43	43	70	44
CCc1ccccc1NOC	-7	8	8	10	-2	-1
CC(C)c1ccc2c(c1)CCC1C(C)(CN)CCCC21C (configuration not stated)	99*	99*	99*	99*	100*	99*
COc1cc(CC(C(=O)O)C(C)C(=O)c2ccc3c(c2)OCO3)cc(OC)c1OC (configuration not stated)	-25	-10	-5	-16	0	-12
COc1ccc(/C=C2\N=C3N(Cc4ccccc4)C=C(N)N3C2=O)cc1	-7	18	3	10	-6	16
CCCc1[nH]nc(CCC(=O)N(Cc2ccccc2)Cc2ccccc2)c1CC	2	-8	-7	-18	-26	12
CCCCCCCCCCCC(C(=O)O)C(=O)O	-11	-14	-2	-4	-19	-8
COC(=O)C1C(O)C(C)C(=O)C(C)/C=C\C=C(C)C(=O)Nc2c(C)c(OC(C)=O)c3c(c2O)C(=O)C(C)=C2OCOC(=C23)C(C)=CC(C)(O)C(O)C(C)C1O (configuration not stated)	76*	87*	88*	81*	89*	92*
Cc1cc([N+](=O)[O-])c2c(c1)P(=O)(O)c1cc(C)cc([N+](=O)[O-])c1O2	15	14	-14	10	8	5
CN(C)c1ccc2c(c1)C(O)c1ccccc1-2 (configuration not stated)	-1	19	-7	1	-7	1
O=C1C=C(c2ccccc2)C(c2ccccc2)/C1=N/O (configuration not stated)	13	12	11	-10	-13	3
O=C(O)CCC(=O)Nc1ccc2ccccc2c1	-4	-10	-16	-20	-32	-16
CCc1cccc(C(C)C)c1NC(=O)C(=O)CC(=O)c1sc(Nc2c(CC)cccc2C(C)(C)C)nc1C	-19	-8	17	27	0	37
C/C(Nc1ccc(Cl)cc1)=C1/CCOC1=O	13	12	19	-25	6	36
CC(=O)Oc1ccccc1C1CCCCC1	17	-12	-2	1	-29	-2

Other structures:
SMILES	cln2 rad14	yeast bub3	rad50	mlh1 rad18	yeast mec2-1	yeast sgs1 mgt1
CC(C)=C1C(=O)C[C@@]2(C)C[C@H]3OC3(C)CC/C=C(/C)CCC12 (some centres not stated)	13	30	15	-63	12	20
O=C1c2ccccc2S(=O)(=O)CC1Br (configuration not stated)	99*	99*	99*	99*	100*	99*
CCOC(=O)CC(Br)C(Br)CC(=O)OCC (configuration not stated)	15	23	18	-16	25	2
CC(C)(C)OC(=O)NC1CC=CCC1NC(=O)OC(C)(C)C (configuration not stated)	-20	-18	-53	-29	-12	-17
C1=CC2OC2CCCCCCCC1 (mixture of isomers)	32	51	83*	71*	62	85*
CSc1ccc(C)c(/C=N/Nc2ccc([N+](=O)[O-])cc2[N+](=O)[O-])c1	-14	0	7	3	27	18
CC(=O)Nc1ccccc1/C=C/c1ccccn1	0	-9	-31	-6	-19	-14
CC1C=CC(C)C2C(=O)C3C(C)C=CC(C)C3C(=O)C12 (configuration not stated)	39	19	-10	9	-6	4
O=C(NCCCl)OCCCl	-31	6	6	-19	-20	-6
COc1cc(/C=N/NC(=O)CC(=O)N(C(=O)c2ccc(Cl)cc2)c2ccc(C)cc2)ccc1O	8	-31	6	-10	-22	0
O=C(O)CCCC1CCC2NC(=O)NC2C1 (configuration not stated)	6	16	2	-6	5	-5
Clc1ccc(OCc2nnc3n2N=C(c2ccccc2)CS3)cc1	36	24	36	16	7	16
O=C1CC[C@@H](NC(=O)Cc2ccccc2)C(=O)N1	-7	2	-7	-9	-19	-13
Nc1ncnc(N)c1NC(=O)c1ccccc1	-21	3	-16	15	-20	-24
O=S(=O)(O)c1ccccc1	-2	0	-17	1	-8	-6
Cc1n[nH]c(=O)n(/N=C\c2c[nH]c3ccccc23)c1=O	·	·	0	-2	-5	·
N#CCCC1(CCC#N)CCCCCCCCC(CCC#N)(CCC#N)C(O)C1O (configuration not stated)	0	-10	16	-41	29	-11
COc1ccc(S(=O)(=O)NC(=O)c2ccccc2)cc1	5	-11	10	10	27	18
CCCC(=O)OC1C=C2N3C(=O)C4CC56C(=CC(OC(C)=O)C7OC75)N4C(=O)C3CC26C2OC12 (configuration not stated)	79*	76*	83*	85*	84*	90*
Clc1ccccc1/C=C\c1nc2ccccc2o1	-30	-11	1	5	11	16
Cc1ccc(NS(=O)(=O)c2ccc(F)cc2)cc1C	-4	4	14	18	9	8
CCCCCCCCCCCCCCCC(=O)N1CC[N+](C)(CC2=CC3(Cl)C(Cl)=C(Cl)C2(Cl)C3(Cl)Cl)CC1 (configuration not stated)	98*	99*	99*	99*	99*	99*
COC(=O)c1[nH]c(=O)[nH]c(=O)c1[N+](=O)[O-]	-59	-7	1	-6	-7	-12
Cn1cnc([N+](=O)[O-])c1Sc1ccc(Cl)cc1	42	83*	94*	90*	77*	91*
Nc1ccc2c(c1)[nH]c(=O)c1cc(Cl)c(Cl)cc12	13	10	96*	93*	40	78*
CC1CCc2nc(N)sc2C1 (configuration not stated)	8	1	14	6	12	19
CCC(C(O)c1ccc(Cl)cc1)C(O)(C(F)(F)F)C(F)(F)F (configuration not stated)	100*	99*	99*	99*	100*	100*

Filtered by structure: the entries above containing an aryl thioether with sulfur outside any ring
SMILES	cln2 rad14	yeast bub3	rad50	mlh1 rad18	yeast mec2-1	yeast sgs1 mgt1
CSc1ccc(C)c(/C=N/Nc2ccc([N+](=O)[O-])cc2[N+](=O)[O-])c1	-14	0	7	3	27	18
Cn1cnc([N+](=O)[O-])c1Sc1ccc(Cl)cc1	42	83*	94*	90*	77*	91*
